C-LANA FP = inhibitors of KSHV C-LANA binding to DNA, primary screen, biochemical, fluorescence polarization, FAM-LBS DNA, MBP-C-LANA, single point; Kaposi's sarcoma herpesvirus LANA C-terminal domain (residues 932-1162) DNA binding; inhibition, % at 9 µM; 0.078% of 340,000 active;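 active = highest replicate inhibition at or above 60% at 9 µM, even if other replicates fall short; inactive = all replicates below 60% inhibition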;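 note: 0% = neutral control wells and 100% = 4 µM acridine orange control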
CAL PDZ FP-1 = untagged CAL PDZ binding inhibitors, primary screen, biochemical, fluorescence polarization, HTS; Golgi-associated PDZ and coiled-coil motif-containing protein (Homo sapiens), Q9HD26; purified CAL PDZ, TMR-peptide fluorescence polarization, 1 h; inhibition, % at 24.9 µM; 0.92% of 300,000 active; AID 602252, 2012;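 active = mean inhibition of at least 30% with at least half of replicates also reaching 30%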;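 note: 0% = DMSO neutral control and 100% = excess unlabeled competitor peptide PRC23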
Arrestin-AP2 inh = inhibitors of beta-arrestin/AP2 binding, primary screen, biochemical, GPCR trafficking, flow cytometry. FITC-arrestin peptide / GST-AP2 beads; AP2 beta2 appendage carries R879A mutation. AID 504490, 2011. 0.31% of 340,000 active. inhibition, % at 10 µM. beta-arrestin 1 C-terminal peptide binding to AP2 beta2-adaptin appendage (human);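 active = inhibition above a set limit, near 3 SD of compounds lacking own fluorescence, cut at about 54% in these data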;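 note: plate controls were DMSO wells for no effect and 5 µM unlabelled arrestin peptide for full effect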
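System: GST-AP2 R879A glutathione beads. Medium: PBS with 0.05% Tween 20 and 0.1% BSA. Also added: FITC-arrestin peptide, 50 nM. Incubation: 12 min plus 1 h, RT. Measured by: high-throughput flow cytometry of beads, ex 488, em 535 nm. Evaluation: percent drop in bead-associated FITC signal.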
NSD2 inh = NSD2 histone methyltransferase inhibitors, primary screen, biochemical, AlphaScreen, single concentration, set 2; Histone-lysine N-methyltransferase NSD2 (Homo sapiens), O96028; NSD2 peptide methylation, 120 min; 0.54% of 310,000 active; inhibition, % at 12.5 µM; in the data active = inhibition above about 50%
DAGLB inh = DAGLB lipase inhibitors, primary screen, biochemical, fluorescence, HTS | Diacylglycerol lipase-beta (Homo sapiens), Q8NCG7 | HEK293T DAGLB membrane lysate, EnzChek fluorogenic substrate | 0.059% of 340,000 active | inhibition, % at 5.17 µM | AID 504411, 2011; in the data active = inhibition above about 34%;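 note: 0% = enzyme with vehicle and 100% = wells lacking enzyme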
CAL PDZ FP-2 = CAL PDZ peptide-binding inhibitors, primary screen, biochemical, fluorescence polarization, Cer-tagged CAL PDZ, HTS | inhibition, % at 20 µM | AID 504414, 2011 | Golgi-associated PDZ and coiled-coil motif-containing protein (Homo sapiens), Q9HD26 | purified CAL PDZ, TMR-peptide fluorescence polarization, 1 h | 0.02% of 330,000 active;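 active = highest replicate inhibition of at least 40%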;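 note: plate controls were DMSO neutral control wells for no effect and unlabeled competitor peptide control wells for full effect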
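Test system: tagged CAL PDZ domain / Buffer or medium: sodium phosphate/NaCl buffer pH 7.4 with TCEP, IgG, Thesit / Reagent: TMR-labelled reporter peptide T*-PRC34 bound in PDZ groove / Compound dosing: single point, 20 µM / Schedule: 1 h incubation at room temperature before polarization reading / Technique: fluorescence polarization (mP) / Benchmarks: unlabelled peptide, DMSO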
Pemphigus Ab inh = inhibitors of pemphigus antibody binding to DSG3, primary screen, biochemical, bead-based, flow cytometry, scFv-GFP; Desmoglein-3 (Homo sapiens), P32926; DSG3-coupled beads, scFv-anti-DSG3-GFP binding; active compounds read low; binding (percent of control), % at 10 µM; 0.48% of 310,000 active; AID 588358, 2011;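 active = binding more than 3 SD below its plate's average and above zero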;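 note: hits lower antibody fragment binding to DSG3; some compounds called inactive have numbers as strong as hits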
Target sequence (P32926 whole entry, looked up, the tested form may be a part): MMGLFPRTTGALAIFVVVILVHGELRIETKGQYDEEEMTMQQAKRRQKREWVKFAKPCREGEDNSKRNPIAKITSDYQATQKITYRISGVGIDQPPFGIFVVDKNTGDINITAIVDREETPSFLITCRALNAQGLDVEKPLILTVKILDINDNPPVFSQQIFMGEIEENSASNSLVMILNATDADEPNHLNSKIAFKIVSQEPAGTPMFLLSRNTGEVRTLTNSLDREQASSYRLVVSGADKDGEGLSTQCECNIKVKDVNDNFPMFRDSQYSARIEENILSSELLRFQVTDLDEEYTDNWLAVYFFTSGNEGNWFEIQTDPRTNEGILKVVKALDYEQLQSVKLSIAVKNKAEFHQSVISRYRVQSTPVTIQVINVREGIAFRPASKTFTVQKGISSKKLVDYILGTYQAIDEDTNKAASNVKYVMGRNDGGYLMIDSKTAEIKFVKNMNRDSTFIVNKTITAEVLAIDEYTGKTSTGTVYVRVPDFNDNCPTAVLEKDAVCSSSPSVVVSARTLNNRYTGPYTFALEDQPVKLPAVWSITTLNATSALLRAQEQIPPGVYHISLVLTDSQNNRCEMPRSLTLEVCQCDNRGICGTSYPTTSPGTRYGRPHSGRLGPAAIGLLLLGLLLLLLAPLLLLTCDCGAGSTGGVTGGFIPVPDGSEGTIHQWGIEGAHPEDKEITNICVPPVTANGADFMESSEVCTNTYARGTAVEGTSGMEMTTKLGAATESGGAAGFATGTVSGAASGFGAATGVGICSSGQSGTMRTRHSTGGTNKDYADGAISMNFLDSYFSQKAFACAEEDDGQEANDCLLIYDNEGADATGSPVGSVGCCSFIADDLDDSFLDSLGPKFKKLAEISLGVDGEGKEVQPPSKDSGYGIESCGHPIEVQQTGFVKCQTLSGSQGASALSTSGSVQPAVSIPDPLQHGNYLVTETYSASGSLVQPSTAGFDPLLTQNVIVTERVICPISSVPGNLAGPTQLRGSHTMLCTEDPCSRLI
Cardiac RTF inh = cardiac RTF calcium sensitivity inhibitors, primary screen, biochemical, IANBD-TnC fluorescence, EC70 calcium. IANBD-labeled cardiac RTF, Ca2+ fluorescence. inhibition, % at 7.15 µM. AID 493244, 2011. 0.12% of 340,000 active;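 active = inhibition above the mean inhibition of all tested compounds plus 3 SD, cut at about 17% in these data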;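 note: assay run at fixed EC70 calcium of 1.6 mM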
Keap1 Nrf2 FP = Keap1-Nrf2 protein-protein interaction inhibitors, primary screen, biochemical, fluorescence polarization, single point; inhibition, % at 9.4 µM; AID 504523, 2011; Kelch-like ECH-associated protein 1 (Homo sapiens), Q14145; Keap1 Kelch-Nrf2 peptide fluorescence polarization, 1536-well; 0.15% of 340,000 active; in the data active = inhibition above about 12%;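 note: human Keap1 Kelch domain with fluorescein labeled Nrf2 9mer peptide probe; 0% = neutral control wells and 100% = peptide positive control; higher means more block of Keap1 binding to Nrf2 peptide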
V-ATPase pH = regulators of yeast V-ATPase proton pumping, primary screen, pHLuorin cytosolic pH fluorescence; S. cerevisiae; response, % at 10 µM; AID 504577, 2011; 0.37% of 350,000 active; in the data active = response mostly above about 7.3%, no sharp cut-off; inactive = mostly below about 5.4%; note: actives read high; inactives centre near 0; some compounds called inactive have numbers as strong as hits
Starred values were filed as active, the others as inactive; nt = no result given. These rows are one share of the data (hit frequency here may not be typical).

SMILES	C-LANA FP	CAL PDZ FP-1	Arrestin-AP2 inh	NSD2 inh	DAGLB inh	CAL PDZ FP-2	Pemphigus Ab inh	Cardiac RTF inh	Keap1 Nrf2 FP	V-ATPase pH
Cc1cc(C(=O)N2CCCC(C(=O)c3ccc(Cl)cc3C)C2)no1 (configuration not stated)	0.3	6	4	-5	-11	0.4	103	-3	-1	-4
CC(C)COP(=O)(c1ccc(N(C)C)cc1)C(O)c1cccnc1 (configuration not stated)	1.2	-2	6	2	-3	0.5	nt	-5	-5	3
COc1ccc(CCNC2CC(=O)N(C)C2=O)cc1OC (configuration not stated)	-1.8	-2	18	-1	2	-1.9	nt	-7	1	-1
CN(C)c1c(N)[nH]c2c(c1=O)c(=O)n(C)c(=O)n2C	0.4	-2	5	-2	-1	-2.2	126	0	1	0
Cc1cc(Cl)c2oc(C(=O)N(C)Cc3nccn3C)c(C)c2c1	-0.9	-6	-5	9	0	-2.5	96	1	-1	1
CCOC(=O)N1CCN(C(=O)CCc2ccccc2)CC1	-1.5	1	18	2	-1	-0.5	105	-5	1	2
O=C(CSc1nnc(-c2cc3ccccc3cc2O)n1Cc1ccco1)N1CCc2ccccc2C1	0.5	1	9	4	2	-1.6	91	-10	-4	-1
COCCNC(=O)c1ccc2snnc2c1	0.2	1	-5	nt	2	-1.8	98	-7	-5	-1
O=C(CCC(=O)N(Cc1ccco1)C(C(=O)NC1CCCC1)c1ccncc1)Nc1cccnc1 (configuration not stated)	2.3	1	29	-2	0	-1.4	98	8	-7	-4
COc1ccc(C2C(C(C)=O)=C(O)C(=O)N2c2nc3ccccc3s2)cc1OC (configuration not stated)	-1.0	-3	41	2	4	-5.6	100	-6	1	4
CC(=O)Nc1ccc(OC(=O)c2c(-c3ccccc3Cl)noc2C)cc1	2.1	-2	-11	-1	0	-0.7	103	7	-1	-1
OC(c1ccc2c(c1)OCO2)c1nccc2ccccc12 (configuration not stated)	-0.1	-1	1	5	-2	-2.7	89	-16	-8	2
Cc1cc(Oc2cccc3c2S(=O)(=O)N(C2CCCC2)CC(COCc2ccccc2)O3)cc(C)c1C (configuration not stated)	-9.7	6	57*	nt	-13	-1.1	104	0	-1	-4
CC(OC(=O)c1nsc(Cl)c1Cl)C(=O)NCc1ccco1 (configuration not stated)	0.1	0	12	0	-3	-1.6	nt	-3	-2	-4
O=C(NCCCN1CCCC1=O)c1ccc2c(=O)n(-c3ccccc3F)c(=S)[nH]c2c1	-0.3	-4	4	1	2	-0.3	89	1	-5	-4
COc1ccccc1NS(=O)(=O)c1ccc(C)c(NC(=O)C2CCCO2)c1 (configuration not stated)	0.4	0	-4	0	0	-0.1	90	-1	-2	0
COc1ccc(CNS(=O)(=O)c2ccc(-c3ccc(=O)[nH]n3)o2)cc1	0.0	-1	0	-4	2	-2.2	106	-11	-2	1
COc1ccc(OCC(=O)Nc2ccc3c(c2)nc(CN2CCCC2)n3C)cc1	2.1	58*	-2	2	1	-1.0	nt	-7	6	0
CCOC(=O)c1cnc2ccc(OCC)cc2c1N1CCN(C)CC1	1.7	-2	2	5	-1	0.5	103	1	0	1
Cc1[nH]nc2c1C(c1c[nH]c3ccccc13)C(C#N)=C(N)O2 (configuration not stated)	1.1	nt	0	1	nt	-1.8	98	nt	-1	-2
O=C(CSc1nncn1-c1ccccc1F)NC1CC1	2.4	-2	-4	1	5	-0.1	88	-18	4	-1
COc1ccc(OC)c2c1sc(=NC(=O)c1cccc(N3C(=O)CCC3=O)c1)n2C	0.5	1	-1	nt	-1	-1.6	103	-14	2	1
O=C(COC(=O)c1cc2ccccc2cc1O)NCc1ccccc1	-1.3	2	1	22	-3	0.2	93	-7	-2	0
CCOc1ccc(OCCC(=O)N2CCN(S(=O)(=O)c3cccc(F)c3)CC2)cc1	nt	-1	6	1	2	-2.4	109	-6	nt	0
CN(Cc1ccccc1)C(=O)Cn1c(=O)oc2cc(S(=O)(=O)NCc3ccccc3)ccc21	-1.0	nt	0	nt	3	-0.5	95	-4	3	-3
CCCn1c2c(c(O)c(C(=O)Nc3ccc(OC)cc3)c1=O)CCCC2	1.4	-5	25	2	-8	0.9	103	-22	-3	9
CCN(CC)C(=O)C(=O)Nc1ccc(OC)c(Cl)c1	0.9	2	6	8	1	-0.4	98	-3	-6	3
CN(Cc1cccc(C(F)(F)F)c1)C(=O)C1CCC(=O)N(CC2CCCCC2)C1 (configuration not stated)	0.1	1	0	nt	0	-1.3	98	-5	-4	-4
CC(=O)Nc1ccc(NC(=O)C(C)OC(=O)C2CCN(S(=O)(=O)c3ccccc3C(F)(F)F)CC2)cc1 (configuration not stated)	-0.4	-2	9	3	0	-3.2	104	-4	-2	6
CCNC(=O)c1sccc1-n1cccc1	-1.1	-5	-1	0	0	-1.0	92	-1	-5	-3
CCOC(=O)C1=C2c3cc(OC)c(OC)cc3CC(C)(C)N2C(=O)C1=O	0.4	0	-1	-1	1	0.1	103	-4	-5	-3
O=S(=O)(Nc1ccc(S(=O)(=O)N2CCCCC2)cc1)c1ccc(Br)s1	0.2	nt	0	nt	6	-0.7	107	-6	-1	-2
COc1ccc(S(=O)(=O)c2c(O)c3ccc(C(=O)Nc4ccc(F)cc4F)cc3[nH]c2=O)cc1	-0.4	nt	-8	10	2	-1.9	109	3	-1	5
Cc1ccc(-n2nc3c(c2NC(=O)c2c(-c4ccccc4Cl)noc2C)CS(=O)(=O)C3)c(C)c1	1.3	nt	7	1	3	-2.6	102	-12	0	1
CC(C)C1Oc2ccccc2N(CC(=O)N(C)C2CCCCC2)C1=O (configuration not stated)	-0.3	-5	1	-4	0	-0.4	105	4	-3	0
O=C(CN1c2cccc3cccc(c23)S1(=O)=O)NCc1ccc(F)cc1	0.8	nt	9	-2	0	0.8	98	2	-6	3
NS(=O)(=O)c1cccc(NS(=O)(=O)c2ccc(/C=C/C(=O)OCC(=O)c3ccc(Br)cc3)cc2)c1	0.2	-1	7	-1	1	-0.1	119	2	-4	-4
CC(C)(C)OC(=O)C[C@H]1C/C=C\C[C@@H](CC(=O)NCCO)C(=O)N[C@H](Cc2ccccc2)COC1=O	-3.6	-1	6	nt	-2	-0.4	90	-9	-5	0
CC(=O)n1ccnc1	0.6	-5	13	nt	2	-0.4	96	2	-2	0
Cc1ccc(-n2c(C)cc(C(=O)COC(=O)c3ccc[nH]c3=O)c2C)cc1	-1.0	-4	8	-2	0	-0.9	109	-7	-4	1
O=C(NC(=S)NCc1cccnc1)c1ccccc1F	-0.4	-2	8	-1	1	-0.7	104	7	-8	10
Cc1[nH]c(-c2ccc(F)cc2)cc1C(=O)N1CCN(c2ccccc2)CC1	0.0	-2	3	2	1	0.2	88	6	2	-1
CCOc1ccc(C(=O)Nc2c(C(=O)N3CCC(N4CCCCC4)CC3)oc3ccccc23)cc1	-0.8	-4	32	5	2	-4.0	102	3	6	-7
CC1CN(N=Cc2ccc([N+](=O)[O-])o2)C(=N)O1 (configuration not stated)	-0.6	-7	-10	7	-1	-0.3	nt	-1	-6	4
COC(=O)c1sc(NC(=O)c2ccc([N+](=O)[O-])o2)c(C#N)c1C	0.0	-6	12	7	13	-0.9	88	3	-2	9
CC1CN(C(=O)c2ccc(-c3cccc(C(F)(F)F)c3)o2)CC(C)O1 (configuration not stated)	0.0	-1	4	16	-6	-2.8	99	2	-5	-2
COc1ccc(C)cc1NC(=O)CSc1nnc2ccc(-c3ccccn3)nn12	0.7	-1	4	3	0	-2.1	102	4	0	2
COc1ccc(OCC(=O)N2CCc3c([nH]c4ccccc34)C2c2ccccn2)cc1 (configuration not stated)	-0.4	-2	-2	5	0	-0.9	81	5	1	7
Cc1cccnc1NC(=O)CCc1c[nH]c2ccccc12	0.2	5	-4	-5	2	0.0	110	-2	2	5

Of the compounds above, these contain four or more nitrogen atoms.
SMILES	C-LANA FP	CAL PDZ FP-1	Arrestin-AP2 inh	NSD2 inh	DAGLB inh	CAL PDZ FP-2	Pemphigus Ab inh	Cardiac RTF inh	Keap1 Nrf2 FP	V-ATPase pH
CN(C)c1c(N)[nH]c2c(c1=O)c(=O)n(C)c(=O)n2C	0.4	-2	5	-2	-1	-2.2	126	0	1	0
O=C(CSc1nnc(-c2cc3ccccc3cc2O)n1Cc1ccco1)N1CCc2ccccc2C1	0.5	1	9	4	2	-1.6	91	-10	-4	-1
O=C(CCC(=O)N(Cc1ccco1)C(C(=O)NC1CCCC1)c1ccncc1)Nc1cccnc1 (configuration not stated)	2.3	1	29	-2	0	-1.4	98	8	-7	-4
O=C(NCCCN1CCCC1=O)c1ccc2c(=O)n(-c3ccccc3F)c(=S)[nH]c2c1	-0.3	-4	4	1	2	-0.3	89	1	-5	-4
COc1ccc(OCC(=O)Nc2ccc3c(c2)nc(CN2CCCC2)n3C)cc1	2.1	58*	-2	2	1	-1.0	nt	-7	6	0
Cc1[nH]nc2c1C(c1c[nH]c3ccccc13)C(C#N)=C(N)O2 (configuration not stated)	1.1	nt	0	1	nt	-1.8	98	nt	-1	-2
O=C(CSc1nncn1-c1ccccc1F)NC1CC1	2.4	-2	-4	1	5	-0.1	88	-18	4	-1
Cc1ccc(-n2nc3c(c2NC(=O)c2c(-c4ccccc4Cl)noc2C)CS(=O)(=O)C3)c(C)c1	1.3	nt	7	1	3	-2.6	102	-12	0	1
CC1CN(N=Cc2ccc([N+](=O)[O-])o2)C(=N)O1 (configuration not stated)	-0.6	-7	-10	7	-1	-0.3	nt	-1	-6	4
COc1ccc(C)cc1NC(=O)CSc1nnc2ccc(-c3ccccn3)nn12	0.7	-1	4	3	0	-2.1	102	4	0	2

Screening results deposited in PubChem by several laboratories.
